Screening results (PubChem)
GoLoco inh red: RGS12 GoLoco-Gai1 interaction inhibition; 0.44% of 230,000 active; AID 880; Potency, µM (doses to about 61.6 µM), for the others: at the highest dose activity, negative = inhibition, most hits filed as inhibitors; P63096; Gai1:RGS12 GoLoco peptide FP, rhodamine, 10 min; active = well fitted inhibition curve with a large enough effect, not every such curve was filed as active; inactive = no such curve, though single readings can be large or run the other way; note: % is set by controls: 0 for no effect and ±100 for the full control effect; nearly all actives have a fitted effect of over 30% in size; many of its hits are not listed in these tables
ALDH1A1 inh: inhibitors of human aldehyde dehydrogenase 1A1; Purified ALDH1A1, NADH fluorescence, propionaldehyde substrate; Potency, µM (top dose mostly 75.3 µM), for the others: at the top dose activity, negative = inhibition, actives largely listed as inhibitors; 7.3% of 220,000 active; AID 1030; active = well fitted inhibition curve with a large enough effect, not every such curve was filed as active; inconclusive = small, poorly fitted or top-dose-only effect, or another doubt; inactive = no such curve, though single readings can be large or run the other way;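 note: plate controls were no enzyme wells and a reference inhibitor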
GAA spleen mod: inhibits or activates alpha-glucosidase in human spleen homogenate | 0.006% of 240,000 active | Potency, µM (highest dose often 79.9 µM), inactives show top-dose activity change, negative = inhibition, usual class: inhibitors | human spleen homogenate, 4-MU-alpha-glucoside fluorescence;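 note: 0% = enzyme with vehicle and -100% = no enzyme basal signal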
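Compounds were titrated against alpha-glucosidase in spleen homogenate at pH 5.0, with 1 mM 4-methylumbelliferyl substrate for 40 min at 37 C. Reactions were quenched with pH 10 NaOH/glycine and fluorescence measured.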
GAA inhib: inhibitors of human lysosomal alpha-glucosidase; P10253; purified human GAA, 4-MU-alpha-glucoside fluorescence; Potency, µM (titrated, usually from 76.9 µM), without a hit: top-dose activity change, negative = inhibition, usual class: inhibitors; 0.005% of 200,000 active;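 note: plate controls were uninhibited enzyme wells for no effect and no-enzyme background for full effect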
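qHTS format, compound range up to 77 uM. Human lysosomal enzyme at 4 nM, 400 uM 4-MU glucoside substrate, pH 5.0, 20 min room temperature; fluorescence after alkaline stop gives activity normalized to controls.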
GAA glycogen mod: inhibitors or activators of human alpha-glucosidase glycogen cleavage. P10253. recombinant GAA, glycogen substrate, Amplex Red glucose oxidase fluorescence. 0.38% of 300,000 active. AID 2100. Potency, µM (series often up to 76.4 µM), for inactives: top-dose activity change, negative = inhibition, actives largely listed as inhibitors;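 note: 0% = full enzyme reaction and -100% = no-enzyme basal signal; the screen sought inhibitors and activators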
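Natural-substrate format: glycogen cleavage by 4 nM human enzyme, glucose read by Amplex Red coupling (Ex 573, Em 610 nm). Normalized to enzyme and no-enzyme controls.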
GLA spleen mod: inhibitors or activators of human alpha-galactosidase in spleen homogenate; P06280; human spleen homogenate, 4MU-alpha-Gal fluorescence, 40 min; Potency, µM (titrated, usually from 80 µM), without a hit: at the top dose activity change, negative = inhibition, usual class: inhibitors; 0.008% of 240,000 active; AID 2107;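 note: 0% = enzyme with vehicle and -100% = no enzyme basal signal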
Target sequence (P06280 32-429 limits assumed): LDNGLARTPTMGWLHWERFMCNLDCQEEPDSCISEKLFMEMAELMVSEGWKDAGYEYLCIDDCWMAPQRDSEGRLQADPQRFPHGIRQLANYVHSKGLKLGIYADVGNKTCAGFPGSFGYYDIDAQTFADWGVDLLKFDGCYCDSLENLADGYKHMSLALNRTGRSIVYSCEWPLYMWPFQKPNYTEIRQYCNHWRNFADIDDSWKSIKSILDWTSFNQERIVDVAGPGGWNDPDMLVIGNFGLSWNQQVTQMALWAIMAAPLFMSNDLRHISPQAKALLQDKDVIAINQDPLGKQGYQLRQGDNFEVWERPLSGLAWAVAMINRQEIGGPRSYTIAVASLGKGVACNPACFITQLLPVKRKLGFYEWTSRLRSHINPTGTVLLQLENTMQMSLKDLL
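Human spleen homogenate (1 ug) as enzyme source, 4-methylumbelliferyl-alpha-D-galactopyranoside 1 mM final, citrate/phosphate pH 5.0 with 0.01% Tween-20. Compounds 40 min at 37C, NaOH/glycine stop; fluorescence Ex 365/Em 440, Hill-fit AC50.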
SMN2 splice enh: SMN2 splice variant enhancement | HEK293 SMN2-luciferase splicing reporter, luminescence, 30-36 h | Potency, µM (titrated, usually from 46.1 µM), for the others: top-dose activity change, positive = activation, actives largely listed as activators | AID 1458 | 2.8% of 210,000 active; note: % of control where 0% means no effect; nearly all actives have a fitted effect of over 55% in size
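qHTS luciferase splicing reporter: luminescence rises when SMN2 exon 7 is included in transfected HEK293 cells. Compound exposure lasted 30-36 h at 37C, with 4.5 mM final sodium butyrate as control, followed by a ONE-Glo read.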
KDM4E inh: blocks human JMJD2E demethylase activity; B2RXH2; JMJD2E catalytic domain, FDH-coupled NADH fluorescence (FDH is formaldehyde dehydrogenase); Potency, µM (series often up to 57.1 µM), for inactives: at the top dose activity change, negative = inhibition, actives largely listed as inhibitors; 1.6% of 230,000 active; active = well fitted inhibition curve with a large enough effect, not every such curve was filed as active; inconclusive = small, poorly fitted or top-dose-only effect, or another doubt; inactive = no such curve, though single readings can be large or run the other way;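 note: 0% = wells with enzyme and -100% = buffer wells without enzyme; nearly all actives have a fitted effect of over 50% in size; many of its hits are not listed in these tables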
Target sequence (B2RXH2 1-337 limits assumed): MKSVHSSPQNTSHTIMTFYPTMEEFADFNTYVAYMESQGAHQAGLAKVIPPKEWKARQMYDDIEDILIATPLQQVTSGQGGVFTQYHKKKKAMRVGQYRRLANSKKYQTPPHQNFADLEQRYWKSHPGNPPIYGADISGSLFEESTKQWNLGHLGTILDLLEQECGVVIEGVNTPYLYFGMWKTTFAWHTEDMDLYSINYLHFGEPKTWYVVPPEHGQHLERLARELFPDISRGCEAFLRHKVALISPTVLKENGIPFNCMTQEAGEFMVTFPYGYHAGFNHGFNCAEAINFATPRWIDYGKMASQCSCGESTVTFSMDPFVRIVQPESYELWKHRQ
Active calls of the source: *; ? = inconclusive; / = no result given; [ ] = another dose, or the depositor's remark. Unless noted, calls come from the whole dose curve; as a rule, active = well fitted curve in the direction sought with a large enough effect; inconclusive = small, poorly fitted or top-dose-only effect, or another doubt; inactive = no such curve, though single readings can be large; an effect the other way counts as inactive or inconclusive. Potency is the fitted concentration of half-maximal effect. Some of the compounds tested (hit frequency here may not be typical).

Every second line gives: GLA spleen mod	SMN2 splice enh	GoLoco inh red	GAA spleen mod	GAA glycogen mod	KDM4E inh	ALDH1A1 inh	GAA inhib
1	NC1CCC(CC2CCC(N)CC2)CC1 (stereo not given)
    0%	8%	-14%	-9%	/	/	2%	/
2	CC(C)Cc1nc(N2CCNCC2)c(C#N)c2c1CCC2
    6%	/	-10%	-1%	-1%	?	?	-8%
3	CCCCn1c(O)c(C(CC)=Nc2ccc(OCC)cc2)c(=O)[nH]c1=O
    8%	-44%[inhibitor]	6%	-2%	-17%	6%	2%	?
4	C#CC1(O)CCC2C3CCC4=CC(=O)CCC4(C)C3CCC21C (stereo not given)
    6%	-11%	0%	-6%	/	-4%	0%	/
5	O=C1C2CCCN2C(c2cccnc2)N1c1cccc(Cl)c1 (stereo not given)
    -13%	/	-2%	-1%	-9%	2%	10%	-7%
6	NC(=S)N/N=C/c1coc2ccccc2c1=O
    9%	4%	6%	1%	?	0%	14µM*	4%
7	O=c1c2ccccc2nc(/C=C\c2ccccc2[N+](=O)[O-])n1-c1ccccc1O
    -4%	/	10%	4%	-8%	-3%	?	4%[15.4 µM]
8	CC[N+]12CCC(CC1)C(=C(c1ccccc1)c1ccccc1)C2
    -2%	-13%	-5%	3%	12%	-6%	3%	1%
9	CC1CN(c2ccc([N+](=O)[O-])cc2Cl)CCN1 (stereo not given)
    -23%	11%	0%	7%	3%	-4%	16µM*	-4%
10	NC(Cc1ccccc1)c1nc(-c2ccccc2)no1 (stereo not given)
    -1%	/	3%	-2%	-4%	-2%	/	/
11	CN(C)C(=O)Oc1ccc(OC(=O)N(C)C)cc1
    -9%	22%	2%	-8%	4%	-2%	-4%	-3%
12	CSc1nc(N)c(N=Nc2ccc([As](=O)(O)O)cc2)c(=O)[nH]1
    -20%	/	-10%	-2%	5%	-15%	8.9µM*	-8%
13	Cn1c(O)c(C(=NCCc2c[nH]c3ccccc23)c2ccccc2)c(=O)n(C)c1=O
    -1%	-19%	3%	-11%	-10%	?	-16%	-2%
14	CN1CCC(N(C)c2nc(-c3ccccc3)nc3ccccc23)CC1
    -2%	?	19%	-5%	9%	-1%	-8%	-3%
15	CC(C)n1cc(C(=O)N(CC(=O)NC2CCCC2)Cc2ccccc2)cn1
    11%	/	/	0%	-13%	13%	-13%	0%
16	C=C1CCC(O)C/C1=C\C=C1/CCCC2(C)C1CCC2C(C)CCCC(C)C (stereo not given)
    13%	/	7%	8%	/	-12%	?	/
17	Cc1cnc[nH]1
    4%	-14%	0%	8%	/	/	0.28µM*	/
18	c1ccc2oc(N3CCNCC3)nc2c1
    -1%	-5%	5%	-3%	16%	3%	7%	-1%
19	O=C(Cc1ccccc1)OCn1nnc2ccccc2c1=O
    -7%	-7%	-2%	-9%	-10%	8%	0%	-4%
20	CC(=O)Nc1cc(C(=O)N2CCC3(CC2)OCCO3)ccc1S(=O)(=O)c1ccc(Cl)cc1
    2%	-6%	-3%	-3%	-6%	-2%	?	-3%
21	CCCCN1CCC(O)(c2ccccc2)C(C(=O)c2ccccc2)C1 (stereo not given)
    -10%	7%	-13%	-9%	1%	5%	0.11µM*	0%
22	O=C(c1cc(-c2cccnc2)nc2ccc(Cl)cc12)N1CCC2(CC1)OCCO2
    6%	1%	-2%	4%	0%	1%	7.1µM*	?
23	CN1CCN(/N=C/c2c(O)n(Cc3ccc(F)cc3)c(=O)[nH]c2=O)CC1
    6%	/	7%	6%	0%	-14%	/	/
24	N#Cc1ccccc1Cn1cc(C(=O)c2ccccc2F)c2ccccc21
    0%	-30%[inhibitor]	-1%	2%	8%	-14%	?	-5%
25	C/C(=N\NC(=O)c1ccncc1)c1c(O)n(-c2ccccc2)c(=O)[nH]c1=O
    3%	/	7%	-7%	-4%	?	?	-5%
26	C[C@]12CC(=CO)C(=O)C[C@@H]1CC[C@@H]1[C@@H]2CC[C@@]2(C)[C@H]1CC[C@]2(C)O
    4%	/	4%	0%	-11%	-19%	/	-4%[15.4 µM]
27	CCC(=NCc1cc(OC)cc(OC)c1)c1c(O)n(C)c(=O)n(C)c1=O
    8%	-45%[inhibitor]	4%	1%	-6%	-2%	-5%	4%
28	C=CCN1C(=O)NC(=O)/C(=C/c2cc3c4c(c2)CCCN4CCC3)C1=O
    -10%	-10%	205%[activator]	-19%	-4%	20µM*	0.89µM*	-2%
29	CC1(C)CC(CCNCc2ccc3c(c2)OCO3)(Cc2ccccc2)CCO1 (stereo not given)
    -4%	-51%[inhibitor]	8%	-3%	-6%	?	?	3%
30	O=C(C1CC(=O)N(C2CCCCC2)C1)N1CCC2(CC1)OCCO2 (stereo not given)
    0%	-2%	5%	1%	4%	1%	-11%	-5%

The final 4 records of the part before open the next one.
Every second line gives: GLA spleen mod	SMN2 splice enh	GoLoco inh red	GAA spleen mod	GAA glycogen mod	KDM4E inh	ALDH1A1 inh	GAA inhib
27	CCC(=NCc1cc(OC)cc(OC)c1)c1c(O)n(C)c(=O)n(C)c1=O
    8%	-45%[inhibitor]	4%	1%	-6%	-2%	-5%	4%
28	C=CCN1C(=O)NC(=O)/C(=C/c2cc3c4c(c2)CCCN4CCC3)C1=O
    -10%	-10%	205%[activator]	-19%	-4%	20µM*	0.89µM*	-2%
29	CC1(C)CC(CCNCc2ccc3c(c2)OCO3)(Cc2ccccc2)CCO1 (stereo not given)
    -4%	-51%[inhibitor]	8%	-3%	-6%	?	?	3%
30	O=C(C1CC(=O)N(C2CCCCC2)C1)N1CCC2(CC1)OCCO2 (stereo not given)
    0%	-2%	5%	1%	4%	1%	-11%	-5%
31	CCCCP(=O)(O)c1ccccc1
    15%	-2%	10%	-6%	3%	-3%	11%	-6%
32	COC(=O)/C=C/C(=O)N[C@@H]1CC[C@@]2(O)[C@H]3Cc4ccc(O)c5c4[C@@]2(CCN3CC2CC2)[C@H]1O5
    10%	-11%	1%	-14%	/	/	-8%	/
33	CCC(C)n1c(O)c(/C=N/Nc2ccccc2)c(=O)[nH]c1=S (stereo not given)
    0%	-44%[inhibitor]	119%[activator]	-2%	-2%	-3%	3.5µM*	-25%
34	CC(C)c1ccc(N=Cc2c(O)n(C3CC3)c(=S)[nH]c2=O)cc1
    0%	/	12%	1%	4%	-5%	/	/
35	CCOC(=O)c1c(/N=C/C2C(=O)NC(=S)NC2=O)sc2c1CCC2
    -16%	-3%	29%	3%	-13%	?	18µM*	-3%
36	O=c1[nH]c(=O)n(Cc2ccc(F)cc2)c(O)c1C=NCCCn1ccnc1
    -1%	-6%	6%	0%	6%	-3%	4%	-4%
37	Cc1cccc2c3c(ccc12)C1=C(C(=O)C3=O)C(C)CO1 (stereo not given)
    -3%	0%	5%	0%	/	?	18µM*	/
38	CC(C)NC(C)C(=O)c1ccc2ccccc2c1 (stereo not given)
    -22%	/	6%	-9%	-4%	?	?	-8%
39	CC([C@H](O)c1ccccc1)N(C)C (stereo not given in full)
    4%	3%	-7%	-2%	/	?	20µM*	/
40	CN1[C@@H]2CC[C@H]1CC(OC(c1ccc(F)cc1)c1ccc(F)cc1)C2 (stereo not given in full)
    7%	/	6%	-1%	/	-4%	11%	/
41	CC(=O)N1CCCSC1=Nc1ccccc1
    -2%	-3%	6%	0%	-7%	-3%	-11%	-4%
42	CC(=O)N1CCC2(CC1)CC(=O)c1cc(OCC(=O)N3CCN(C)CC3)ccc1O2
    ?	0%	-3%	25%	3%	?	?	?
43	COc1ccc(-n2c(/C=C3\C(=O)Nc4ccccc43)nc3ccccc3c2=O)cc1
    5%	-13%	11%	0%	3%	-4%	7%	-2%
44	COc1cc2c(cc1OC)-c1c(O)c(OC)cc3c1[C@H](C2)N(C)CC3
    ?	/	11µM*	22%	/	?	?	/
45	CCOC(=O)c1c(C)n(Cc2ccccc2)c2ccc(OCC(O)CN3C(=O)CNC3=O)cc12 (stereo not given)
    -6%	-3%	-10%	-3%	-3%	-27%	2%	-3%
46	C=CCn1c(O)c(C(CC)=NCCCO)c(=O)[nH]c1=O
    -8%	4%	2%	-14%	3%	4%	11%	3%
47	COc1c(C)cc(C(=O)C2CCCN(C3CCOCC3)C2)cc1C (stereo not given)
    5%	/	5%	5%	-17%	6%	?	-15%
48	C/C(CC(c1ccccc1)c1c(O)c2ccccc2oc1=O)=N\Nc1ccc([N+](=O)[O-])cc1[N+](=O)[O-] (stereo not given)
    -5%	/	7%	-9%	?	-29%	/	/
49	O=C1N=c2ccccc2=C/C1=C\c1c(O)[nH]c(=S)[nH]c1=O
    5%	5%	-3%	7%	-8%	?	2.5µM*	10%
50	CC(=O)Nc1cc(Cl)c(N=Cc2ccc(O)cc2O)cc1Cl
    8%	14%	77%[activator]	3%	3%	?	-11%	3%
51	CN1CC[C@@]2(CCCN(C(=O)c3ccncc3)C2)C1
    18%	1%	3%	-1%	/	/	8%	/
52	O=c1c2ccccc2nc(CN2CCCCCC2)n1-c1ccc(F)cc1
    -1%	-16%	3%	-8%	-11%	3%	?	-7%
53	C[N+](C)(C)CCc1ccc(O)cc1
    9%	/	-31%	3%	3%	-20%	?	/
54	OCC#CC[N+]1(CC#Cc2ccccc2)CCOCC1
    3%	-45%[inhibitor]	-3%	12%	1%	1%	-2%	1%
55	CC(C)CN1CCCC2(CCN(C(=O)Oc3ccccc3)CC2)C1
    1%	-3%	15%	1%	/	/	-5%	/
56	Nc1c(C(=O)NCCN2CCOCC2)c2nc3ccccc3nc2n1Cc1ccccc1
    25%	/	2%	6%	18%	?	/	/
57	COc1ccc(-c2[nH]ncc2CNC(C)Cc2cccc(C)n2)cc1F (stereo not given)
    2%	/	-13%	-4%	0%	3%	-1%	4%
58	CCOC(=O)c1c(/N=C/C2C(=O)NC(=S)NC2=O)sc(C)c1C
    -4%	5%	92%[activator]	5%	9%	-4%	20µM*	-9%
